Compound activity (PubChem BioAssay)
TDP43 rescue: inhibitors of TDP-43 toxicity in yeast | TDP-43 expressing yeast growth rescue, BacTiter-Glo, 24 h | Potency, µM (highest dose often 46.1 µM), for inactives: at the highest dose growth rescue (activation), usual class: activators | 410,000 compounds, 1.8% hits; further: potency means the concentration at half of the fitted maximal effect; % of control where 0% means no effect; nearly all actives have a fitted effect of over 50% in size
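In this qHTS, compounds that restore growth of yeast expressing TDP-43 appear as activators. Cells (OD600=0.02, galactose medium, raffinose-pregrown) are incubated with compound 24 hr at 30 deg C and growth is quantified by BacTiter-Glo.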
FUS suppressor: rescues growth of FUS-expressing yeast; S. cerevisiae FUS-expressing, growth rescue, OD600, 24 h; Potency, µM (top dose mostly 76.6 µM), for the others: at the top dose growth rescue (activation), actives largely listed as activators; 390,000 compounds, 0.24% hits;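 further: potency means the concentration at half of the fitted maximal effect; plate controls were DMSO vehicle for no effect and reference control for full effect; nearly all actives have a fitted effect of over 55% in size; some results filed as inactive show a strong effect at the top dose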
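Read-out: OD at 600 nm after 24hr at 30C, reporting rescue of FUS-induced yeast toxicity. Cells at OD 0.005 in galactose (2%) minimal medium; compounds tested in a dilution series; CP55940 titration from 92uM final as control.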
GLP1R cytotox: cytotoxic in the GLP-1 receptor inverse agonist counter-screen; HEK293 cAMP-luciferase reporter cells, luminescence, 24 h; 410,000 compounds, 0.13% hits; Potency, µM (top dose mostly 38.3 µM), without a hit: at the highest dose activity change, negative = inhibition, hits mostly inhibitors; AID 624418;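 further: loss of luciferase light is scored as toxicity; potency means the concentration at half of the fitted maximal effect; on the % scale 0 is the no-effect control and ±100 the full control effect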
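1536-well qHTS counterscreen of the MLSMR; 200 cells/uL, 12 h pre-incubation, 23 nL cpd, 24 h at 37 deg C 5% CO2, luciferase detection reagent, 12 min RT, luminescence. Inhibition = undesired.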
Akt phos inh: Akt phosphorylation inhibition; Neuro2A IGF-stimulated pAkt S473 HTRF, 20 min; hits give low values; activity change, % for hits at 50 µM; 360,000 compounds, 0.32% hits; in the data active means activity change below about -80%; inconclusive means mostly about -51% to -80%; further: on the % scale 0 is the no-effect control and ±100 the full control effect
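Single-point screen (50 µM final compound) in Neuro2A cells stimulated 20 min with 6 nM IGF at 37 deg C. After lysis, Ser473-phosphorylated Akt read by HTRF (ex 330 nm, em 615/665 nm) as the 665/615 ratio.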
GLP1R inv ag: acts as inverse agonist at human GLP-1 receptor; HEK293 GLP-1R CRE-luciferase, luminescence, 24 h; GLP-1R form is constitutively active; P43220; 410,000 compounds, 1.6% hits; Potency, µM (titrated, usually from 38.3 µM), for the others: at the top dose activity change, negative = inhibition, hits mostly inhibitors; further: potency means the concentration at half of the fitted maximal effect; on the % scale 0 is the no-effect control and ±100 the full control effect; nearly all actives have a fitted effect of over 55% in size
Target sequence (P43220 whole entry, looked up): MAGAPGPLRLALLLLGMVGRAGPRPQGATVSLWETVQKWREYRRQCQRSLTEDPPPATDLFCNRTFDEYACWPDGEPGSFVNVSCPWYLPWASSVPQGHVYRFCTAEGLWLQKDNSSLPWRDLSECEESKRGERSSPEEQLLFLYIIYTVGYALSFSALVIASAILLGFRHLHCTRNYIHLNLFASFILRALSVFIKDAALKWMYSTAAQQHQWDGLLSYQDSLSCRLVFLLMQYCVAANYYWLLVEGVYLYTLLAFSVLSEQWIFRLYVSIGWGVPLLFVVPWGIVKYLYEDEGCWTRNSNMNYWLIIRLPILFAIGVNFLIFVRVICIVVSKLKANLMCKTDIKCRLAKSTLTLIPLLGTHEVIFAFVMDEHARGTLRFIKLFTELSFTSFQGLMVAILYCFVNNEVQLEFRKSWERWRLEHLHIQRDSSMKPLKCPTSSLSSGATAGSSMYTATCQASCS
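Using stably transfected HEK293 (constitutively active GLP-1R, cAMP-luciferase reporter), compounds were incubated 24 hr and luciferase measured by luminescence.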
aSyn yeast inh: alpha-synuclein toxicity inhibition in yeast; Yeast expressing alpha-synuclein, growth rescue, BacTiter-Glo, 24 h; Potency, µM (top dose mostly 46.1 µM), without a hit: at the top dose growth rescue (activation), actives largely listed as activators; 370,000 compounds, 0.14% hits; AID 652106; further: potency means the concentration at half of the fitted maximal effect; % of control where 0% means no effect; nearly all actives have a fitted effect of over 65% in size
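Galactose-induced alpha-syn yeast (OD600=0.02, raffinose-pregrown) + pinned cpd, 24 hr, 30 deg C; growth by BacTiter-Glo luminescence. Growth restoration scores as activation.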
Abeta yeast res: restores growth of yeast expressing A-beta42 peptide. yeast expressing A-beta42, growth rescue, OD600, 48 h; response scale: 0% DMSO, 100% iron-clioquinol control. Potency, µM (titrated, usually from 46.1 µM), inactives show at the top dose growth rescue, hits mostly activators. 410,000 compounds, 0.063% hits. AID 1347071; further: potency means the concentration at half of the fitted maximal effect; nearly all actives have a fitted effect of over 55% in size
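Yeast A-beta toxicity model in growth medium with pinned compounds, 48 h at 30 C; growth read as absorbance at 600 nm. Normalized to FeCl3/clioquinol equimolar mix (positive) and DMSO (negative).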
MmCpn inh: M. maripaludis TRiC chaperonin inhibition; purified Mm-Cpn ATPase, ADP Transcreener TR-FRET; Potency, µM (top dose mostly 76.9 µM), for the others: at the highest dose activity, negative = inhibition, most hits filed as inhibitors; 330,000 compounds, 0.031% hits; AID 504842; further: potency means the concentration at half of the fitted maximal effect; on the % scale 0 is the no-effect control and ±100 the full control effect; nearly all actives have a fitted effect of over 80% in size
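Purified archaeal Mm-CPN (25nM final) preincubated 10 min at 37degC with compound, then 10uM ATP for 30 min at 37degC; ADP measured by HTRF Transcreener TR-FRET; buffer 30 mM TRIS pH 7.4, 100mM KCl, 5mM MgCl2, 1mM DTT.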
PTHR1 agonist: agonists of human PTHR1 parathyroid hormone receptor. HEK293 GP2 PTHR1 cells, GloSensor cAMP luminescence, 1 h. 410,000 compounds, 0.075% hits. Q03431. Potency, µM (top dose mostly 115 µM), inactives show top-dose activation, usual class: activators; further: potency means the concentration at half of the fitted maximal effect; nearly all actives have a fitted effect of over 55% in size; some results filed as inactive show a strong effect at the top dose; inactives centre near -15; many of its hits are not listed in these tables
Target sequence (Q03431 whole entry, looked up): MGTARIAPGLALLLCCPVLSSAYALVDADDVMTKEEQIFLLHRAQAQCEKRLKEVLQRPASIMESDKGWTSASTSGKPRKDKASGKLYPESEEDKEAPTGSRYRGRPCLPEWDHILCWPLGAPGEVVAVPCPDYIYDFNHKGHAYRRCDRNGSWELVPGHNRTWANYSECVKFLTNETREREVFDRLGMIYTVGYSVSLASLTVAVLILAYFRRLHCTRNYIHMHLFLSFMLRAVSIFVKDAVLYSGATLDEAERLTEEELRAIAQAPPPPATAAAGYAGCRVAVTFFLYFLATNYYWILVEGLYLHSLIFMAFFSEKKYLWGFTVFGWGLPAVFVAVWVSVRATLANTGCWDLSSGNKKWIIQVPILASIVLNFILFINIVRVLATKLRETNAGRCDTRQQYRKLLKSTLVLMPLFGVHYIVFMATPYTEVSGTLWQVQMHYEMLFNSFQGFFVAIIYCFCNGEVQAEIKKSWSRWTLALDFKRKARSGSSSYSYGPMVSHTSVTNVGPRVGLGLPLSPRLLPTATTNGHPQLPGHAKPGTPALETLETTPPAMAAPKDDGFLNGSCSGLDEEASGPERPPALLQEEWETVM
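HEK-293-derived GP2 cells expressing PTHR1 and a GloSensor cAMP reporter, 3,000/well, plated overnight, given luciferin plus IBMX (each 0.5 mM as added) for 1 h at 37 °C, then compound for 1 h at 37 °C. Luminescence was read after 15 min at room temperature.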
* = called active by the depositor; i = inactive; u = inconclusive; x = not tested or not shown; [ ] = dose if it differs, or a comment. Unless noted, the call rests on the fitted dose curve; in most records, active means well fitted curve in the direction sought with a large enough effect; inconclusive means small, poorly fitted or top-dose-only effect, or another doubt; inactive means no such curve, though single readings can be large; an effect the other way counts as inactive or inconclusive. These rows are one share of the data (hit frequency here may not be typical).

SMILES | TDP43 rescue | FUS suppressor | GLP1R cytotox | Akt phos inh | GLP1R inv ag | aSyn yeast inh | Abeta yeast res | MmCpn inh | PTHR1 agonist
COc1cccc(-c2cc(C(=O)O)[nH]n2)c1 | 0.5% | 5.8% | -4.4% | i | 6.1% | 4.6% | 13.9% | 1.3% | i
O=C1C2C(C(=O)N1/N=C/c1ccco1)C1C=CC2C12CC2 (stereo unspecified) | -21.3% | 6.3% | 5.5% | i | 5.3% | -10.1% | -6.0% | -5.1% | i
O=C(CNC(=S)N(CCCN1CCOCC1)Cc1cccs1)N1CCOCC1 | -6.2% | 13.7% | -2.1% | i | 11.2% | -2.8% | -10.6% | -0.9% | i
O=C(CN(C(=O)CNC(=O)c1ccco1)c1ccc2c(c1)OCCO2)NC1CCCC1 | -1.1% | -16.0% | 4.9% | i | 12.5% | -3.8% | -8.6% | -1.5% | -0.2%
CN(C)CCCNCCCNC(=O)c1ccccn1 | -1.1% | -15.0% | -4.2% | i | 12.1% | 1.0% | 11.6% | 0.0% | -0.4%[57.5 µM]
O=C(CCSc1ccc(Cl)cc1)N1CCN(c2ccc(O)cc2)CC1 | u | 8.7% | u | i | u | 19.0% | -51.6%[inhibitor] | -2.7% | -19.5%
O=[N+]([O-])c1ccccc1S(=O)(=O)N1CCN(Cc2ccccc2)CC1 | -9.3% | -4.1% | 0.2% | i | u | -3.1% | -8.2% | -2.0% | -5.6%
Cc1ccc(C)c(N2CCN(S(=O)(=O)c3c(C)noc3/C=C/N(C)C)CC2)c1 | u | 44.5% | u | i | u | -36.4%[inhibitor] | -79.4%[inhibitor] | -1.2% | -3.9%
CCc1nc2ccc(C(=O)NCCCN3CCCC3=O)cn2c1N(CC)Cc1cccc(Br)c1 | 18.2% | -1.7% | 1.3% | i | -24.2% | 2.8% | u | x | -35.5%[inhibitor]
Cc1ccc(-c2nc3ccc(Br)cn3c2Cc2cccc(Cl)c2)cc1 | 28.2µM* | 33.0% | -3.7% | i | u | 11.9% | 5.1% | x | -20.3%
COc1ccc(N(C)C(=O)c2ccc3c(c2)nnn3C)cc1 | 3.7%[9.22 µM] | 9.4% | 1.0% | i | 15.5% | -0.8% | 2.3% | 0.7% | -6.6%
CCN(CC)CCN(C(=O)C1=COCCO1)c1nc2c(OC)ccc(OC)c2s1 | -1.1% | 8.8% | 17.1% | i | -11.0% | -3.0% | -2.8% | -2.5% | -37.1%[inhibitor]
O=C(Nc1ccc(F)cc1)N1CCCN(c2nccc(C(F)(F)F)n2)CC1 | 19.0% | 12.8% | 4.3% | i | u | 9.2% | 21.8% | 2.7% | -15.2%
CN1CCN(C(=O)c2cnn(-c3ccccc3)c2NC(=O)c2cccs2)CC1 | -12.2% | 16.9% | 3.5% | i | 4.7% | -7.0% | 12.9% | -2.1% | i
O=C(NCC1CCCO1)c1cc2n(n1)C(C(F)(F)F)CC(c1ccc(Br)cc1)N2 (stereo unspecified) | 18.2% | 26.6% | 7.8% | i | u | 6.2% | 12.8% | 0.2% | i

Shown with values under each structure: 2 of the compounds above
Values run as follows: TDP43 rescue	FUS suppressor	GLP1R cytotox	Akt phos inh	GLP1R inv ag	aSyn yeast inh	Abeta yeast res	MmCpn inh	PTHR1 agonist
- COc1cccc(-c2cc(C(=O)O)[nH]n2)c1
 : 0.5%	5.8%	-4.4%	i	6.1%	4.6%	13.9%	1.3%	i
- COc1ccc(N(C)C(=O)c2ccc3c(c2)nnn3C)cc1
 : 3.7%[9.22 µM]	9.4%	1.0%	i	15.5%	-0.8%	2.3%	0.7%	-6.6%

The listing continues.
SMILES | TDP43 rescue | FUS suppressor | GLP1R cytotox | Akt phos inh | GLP1R inv ag | aSyn yeast inh | Abeta yeast res | MmCpn inh | PTHR1 agonist
COc1ccccc1OCCNC(=O)C1CC(=O)N(c2cccc(SC)c2)C1 (stereo unspecified) | -24.2% | 4.7% | -7.9% | i | u | -20.9% | -16.5% | 4.7% | i
CCN(CC)CCNC(=O)c1sc2nc3n(c(=O)c2c1C)CCCCC3 | 13.8% | -12.4% | 1.5% | x | u | x | 4.2% | x | 11.8%
COc1cc(C2C(Oc3ccccc3C)C(=O)N2Cc2ccc(F)cc2)cc(OC)c1OC (stereo unspecified) | 15.4% | 10.6% | -16.8% | i | -21.4% | 5.9% | 0.6% | -2.6% | -4.6%
Cc1csc(NC(=O)c2ccc(S(=O)(=O)N3CCN(C)CC3)cc2)n1 | -19.1% | 12.5% | -5.9% | i | 5.6% | -1.8% | -4.0% | 0.1% | -2.2%
COc1ccc(N2C(=O)CSC23C(=O)N(Cc2ccccc2F)c2ccccc23)cc1Cl (stereo unspecified) | u | 29.4% | -7.8% | x | u | 0.6% | -18.5% | x | -8.7%
O=C(COc1ccc2ccccc2c1)Nc1ccc(S(=O)(=O)N2CCCCCC2)cc1 | -15.8% | 19.9% | -33.7% | i | u | -0.6% | -4.3% | u | -25.5%
O=C(NCCc1ccccc1)C(=O)N/N=C/c1ccc2c(c1)OCO2 | -13.3% | u | 11.4% | i | -26.7% | -3.7% | -16.6% | -1.9% | i
CCN(CC)c1ccc(/C=C(\C#N)C(N)=O)cc1 | u | 11.6% | -1.2% | i | 60.8%[activator] | 21.3% | -7.2% | -4.3% | -7.4%
c1ccc(OCCOCCOc2ccccc2)cc1 | -14.9% | 15.9% | -7.4% | i | u | 8.8% | -3.6% | x | -12.2%
Cc1ccn2c(NC(=O)C(C)(C)Oc3ccc(Cl)cc3)c(-c3cccs3)nc2c1 | 28.2% | u | u | i | u | 8.8% | -8.5% | -1.7% | i
Cc1ccc(C(CC(=O)N2CCNCC2)c2ccccc2)c(O)c1C (stereo unspecified) | 12.1% | 16.9% | -14.4% | i | u | 3.6% | -15.2% | 0.1% | i
CCOC(=O)c1c(C)oc2ncnc(NCCCN3CCN(c4cc(C)ccc4C)CC3)c12 | -3.8% | -3.1% | 9.3% | x | -15.3% | x | -5.2% | x | -66.1%[inhibitor]
Cc1ccc2[nH]c(C(=O)N3CCCC(Nc4ccc(F)cc4)C3)cc2c1 (stereo unspecified) | 22.4µM* | u | -18.9% | i | u | 24.5% | -1.8% | -6.3% | i
CCN(CC)c1ccc(NC(=S)NC(=O)C2CCC2)cc1 | -0.9% | 0.2% | -29.3% | i | 15.9% | 2.4% | u | 0.6% | -3.7%
Cc1[nH]c2ccccc2c1/C=C/c1nc2ccccc2c(=O)n1-c1cccc([N+](=O)[O-])c1 | 18.8% | x | -13.1% | i | -1.2% | 6.3% | 15.2% | 1.0% | i
COc1ccc(CCCc2nnc(SCC(=O)Nc3ccc(C)cc3)o2)cc1C | 0.0%[9.22 µM] | -18.8% | 13.7% | x | 6.1% | x | 3.5% | x | -33.2%[inhibitor]
CCCC(=O)Nc1cnc(NC(=O)c2cccc(F)c2)cc1C | -8.0% | -1.5% | -5.6% | i | u | -6.5% | -22.9% | -4.9% | -12.5%
CC1(C(=O)Nc2cccc3ncccc23)CCN1C(=O)Cc1ccc(-c2ccccc2)cc1 (stereo unspecified) | 25.1µM* | u | -3.8% | i | -6.6% | 7.1% | -16.1% | x | -43.9%[inhibitor]
c1ccc(-n2c(Cc3cn4ccsc4n3)nnc2N2CCOCC2)cc1 | -13.7% | -13.5% | 8.6% | i | 0.0% | 0.2% | -1.9% | 1.4% | i
Cc1csc(SCc2nc3scc(-c4ccccc4)c3c(=O)[nH]2)n1 | 10.9% | 9.3% | -9.4%[0.307 µM] | i | -1.2%[0.307 µM] | 7.6% | 21.5% | -11.5% | i
CCOC(=O)N1CCN(C(=O)CS(=O)(=O)c2cn(Cc3cccc(F)c3)c3ccccc23)CC1 | -17.5% | 12.6% | -0.6% | i | 2.4% | -7.9% | 7.1% | -3.8% | -10.3%[57.5 µM]
O=C(CCNC(=O)c1ccccc1Cl)Nc1cccc(S(=O)(=O)N2CCCC2)c1 | 10.3% | 17.4% | 1.6% | i | -4.8% | -1.0% | 3.2% | -1.6% | -8.9%
O=C(Nc1ccccc1)Nc1nnc(SCc2ccc(Cl)cc2)s1 | 5.9% | -21.8% | 5.0% | i | -11.9% | -7.4% | -3.8% | 0.0% | -11.6%
CCCCN(CC)S(=O)(=O)c1ccc(C(=O)Nc2nnc(-c3cccs3)o2)cc1 | 5.9% | 7.9% | -19.6% | i | u | 22.1% | 15.4% | 0.2% | -9.6%[57.5 µM]
Cc1cc([N+](=O)[O-])ccc1NC(=O)CCC(=O)N1CCCCC1 | -2.4% | -3.2% | 10.5% | i | 1.6% | 2.0% | 7.8% | 1.6% | i
COCCCNC(=O)c1ccc(NC(=O)c2nsc3ccccc23)cc1 | u | 20.6% | 0.3% | x | 7.9% | x | -24.5% | x | -43.7%[inhibitor]
CC1CC2OC2CC1COC(=O)C1CC2OC2CC1C (stereo unspecified) | 3.6% | -22.1% | -9.0% | i | 2.5% | -8.1% | 6.7% | x | i
CCCn1c(=O)c(C(=O)NCC2CCCO2)c(O)c2ccccc21 (stereo unspecified) | -0.7%[0.397 µM] | 21.8% | -1.7% | i | u | 7.8% | -0.2% | -0.2% | i

Some entries already given, reduced to FUS suppressor:
SMILES | FUS suppressor
CCN(CC)CCN(C(=O)C1=COCCO1)c1nc2c(OC)ccc(OC)c2s1 | 8.8%
O=C(Nc1ccc(F)cc1)N1CCCN(c2nccc(C(F)(F)F)n2)CC1 | 12.8%
CN1CCN(C(=O)c2cnn(-c3ccccc3)c2NC(=O)c2cccs2)CC1 | 16.9%
